AmpC det inh – Promiscuous and Specific Inhibitors of AmpC Beta-Lactamase (assay with detergent). P00811. purified AmpC, nitrocefin hydrolysis with detergent. Potency, µM (doses to about 28.7 µM), for the others: top-dose activity change, negative = inhibition. 71,000 compounds, 0.09% hits. AID 584, 2007; active = well fitted curve in the direction sought with a large enough effect
Target sequence (P00811 whole entry, looked up): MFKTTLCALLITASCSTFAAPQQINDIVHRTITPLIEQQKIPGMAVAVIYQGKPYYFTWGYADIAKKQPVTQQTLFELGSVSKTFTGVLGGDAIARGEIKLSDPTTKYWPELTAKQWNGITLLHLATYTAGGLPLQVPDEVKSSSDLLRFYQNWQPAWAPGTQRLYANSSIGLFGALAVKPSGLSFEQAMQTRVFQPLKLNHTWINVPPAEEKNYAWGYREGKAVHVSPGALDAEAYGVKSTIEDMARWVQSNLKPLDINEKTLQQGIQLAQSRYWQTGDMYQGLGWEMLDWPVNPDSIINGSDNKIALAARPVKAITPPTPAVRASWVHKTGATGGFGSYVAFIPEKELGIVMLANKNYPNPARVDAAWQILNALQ
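E. coli AmpC (5.3 nM) in 20 mM phosphate pH 7.0 with 0.01% Triton X-100, preincubated 15 min RT with compound; nitrocefin (2 uL of 800 uM stock) hydrolysis followed by 480 nm absorbance every 20 s over 4 min.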
Numbers without * were called inactive; & = joins results of further samples; [ ] = remark or other dose. % is set by controls: 0 for no effect and ±100 for the full control effect; potency is the fitted concentration of half-maximal effect. A portion of the library; the hit share may differ from the screen's.

compound | AmpC det inh
COc1ccc2[nH]cc(CCNc3ncncc3-c3ccc(C(=O)N(C)C)cc3)c2c1 | 3.8%
CCOCC(=O)Nc1ccc(-c2cn3cccnc3n2)cc1 | -7.6%
CC(=O)Nc1ccc(C(=O)OC2CCOC2=O)cc1 (configuration not stated) | -0.2%
COc1ccc(CN2C(=O)CN=C2Nc2cc(C)ccc2C)cc1 | 10.0%
CCCCOC(=O)Cn1c(=O)c2c(nc3n2CCCCN3c2ccc(C)cc2)n(C)c1=O | 11.7%
COc1ccc(N(CC(=O)NCc2cccs2)S(=O)(=O)c2cccnc2)cc1 | 4.9%
CS(=O)(=O)N(CCc1ccccc1)CC(N)=O | -3.5%
O=C(NCc1cccs1)c1cc(-c2ccccc2)on1 | -1.8%
COCCn1c(=O)c(-c2cccs2)nc2cnc(Nc3ccccc3)nc21 | -0.2%
COC(=O)c1ccccc1NC1OC(=O)c2ccccc21 (configuration not stated) | 1.7%
CCC/C=C(\CCC)C(NP(=O)(c1ccccc1)c1ccccc1)c1ccc(-c2ccccc2)cc1 (configuration not stated) | -0.1%
Fc1ccc(C2CC(c3ccco3)n3ncnc3N2)cc1 (configuration not stated) | 11.4%
O=C(O)c1cncc(C(=O)O)c1 | -3.6%[5.75 µM]
CCN(CC)CCCN1C(=O)C(=O)/C(=C(/O)c2cnn(-c3ccccc3)c2C)C1c1ccncc1 (configuration not stated) | -2.4%
COC(=O)[C@H]1C[C@@H]1[C@H](NC(=O)Oc1ccc(F)cc1)c1ccccc1 | 0.5%
COc1ccc(CNC(=O)C2CCN(C(=O)[C@@H](CC(C)C)NC(=O)OC(C)(C)C)CC2)cc1 | -1.5%
COc1ccc(CCC(=O)N2CCC3(CC2)OCCO3)cc1 | -0.6%
CCSc1nnc(NC(=O)C2CCCCC2)s1 | -4.2%
CC(=O)Cc1ccccc1OC(=O)c1ccco1 | 3.1%
COc1ccc(NC(=O)Cn2c(=O)sc3ccccc32)c(OC)c1 | 13.1%
CC(C)CCOC(=O)c1c(N)n(CC2CCCO2)c2nc3ccccc3nc12 (configuration not stated) | -5.0%
CC(C)(C)NC(=O)CSc1nncn1-c1ccccc1 | 0.0%
CCCc1[nH]nc2c1C1(C(=O)N(CC(N)=O)c3ccccc31)C(C(=O)OC)=C(N)O2 (configuration not stated) | -5.7%
Cc1sc(N)c(C(=O)c2cccc(C(F)(F)F)c2)c1C | 0.0%
CCOC(=O)c1c(COc2ccccc2)oc2ccc(O)cc12 | 10.1%
COCC(=O)c1[nH]c2ccccc2c1C | 16.8%
COc1ccc(OC)c(S(=O)(=O)n2nc(-c3ccccc3)cc2N)c1 | 6.8%
CN1CCN(c2nc(-c3ccc(N(C)C)cc3)nc3ccccc23)CC1 | 0.9%
CCOC(=O)c1ccccc1NC(=O)c1ccc2c(=O)n3c(nc2c1)CCCCC3 | 9.0%
O=C(O)CCCCCNC(=O)CCn1nnc2ccccc2c1=O | -0.4%
CCC(C)C(NC(=O)c1ccccc1NC(=O)c1ccco1)C(=O)NC1CCCCC1 (configuration not stated) | 1.3%
COCCn1c(=S)[nH]c2cc(C(=O)NCC3CCCO3)ccc2c1=O (configuration not stated) | 12.3%
C=CCn1c(Cc2ccc(OC)cc2)nnc1SCc1nc2ccccc2c(=O)[nH]1 | -4.8%
COCCNC(=O)c1cn(C)c2ccc(S(=O)(=O)N(C)C3CCCCC3)cc2c1=O | 11.9%
O=C(Nc1cccc(Oc2c(F)c(F)c(F)c(F)c2F)c1)N1C[C@@H]2C[C@@H](C1)c1cccc(=O)n1C2 | -3.1%
Cn1c(=O)c2c(nc(NCCO)n2C)n(C)c1=O | -3.3%
Fc1ccc(-c2nnc(-c3ccc(Cl)cc3Cl)o2)cc1 | 11.3%
CCc1c(C)nc(SCCOc2ccc(OC)cc2)[nH]c1=O | 8.7%
CCc1nnc(NC(=O)CSc2nc3c(cc2C#N)CCCC3)s1 | -2.9%
CN1CCN(c2ccc(NC(=O)c3ccc4c(c3)OCO4)cc2)CC1 | 2.3%
COC(=O)[C@H]1[C@H]2C[C@H]3c4[nH]c5ccccc5c4CCN3C[C@@H]2CC[C@@H]1O | -2.5%&0.3%
Cc1oc(-c2ccccc2F)nc1CS(=O)(=O)CC(=O)N1CCN(Cc2ccccc2)CC1 | 2.8%
COc1ccc(-c2nnc(SCc3cccc(C#N)c3)o2)cc1 | 0.3%
Cc1noc(C)c1-c1ccc2ncnc(NCc3ccccc3)c2c1 | 9.7%
O=C(NCc1ccc2c(c1)OCO2)c1cc2ncc(Br)cn2n1 | 1.2%
CCOC(=O)c1[nH]c(C)c(CN(CCc2ccccc2)C(=O)CCC(=O)O)c1C | -2.9%
Cc1nc(N2CCOCC2)c2nc(-c3ccccc3)n(CCN(C)C)c2n1 | 10.1%
Cc1cccc(C(=O)Nc2ccc(O)cc2)c1 | -2.2%
COc1ccc(Nc2nc(N3CCCC3)nc3ccccc23)c(OC)c1 | -1.4%
CCN(CC)C(=O)C1CCCN(Cc2ccccc2C(F)(F)F)C1 (configuration not stated) | -4.6%
Cc1nc2cc(-c3cccc(Cl)c3)nn2c(N2CCN(C(=O)c3ccco3)CC2)c1C | -5.5%
Nc1ccc(S(=O)(=O)Nc2ccnn2-c2ccccc2)cc1 | -2.8%[12.8 µM]
CCN(CC)S(=O)(=O)c1ccc(C(=O)NCC(c2cccs2)N2CCOCC2)cc1 (configuration not stated) | -3.6%
O=C(O)C1CC(=O)N(CCOc2ccccc2)C1 (configuration not stated) | 8.3%
COC(=O)CN(c1ccc(C(C)C)cc1)S(=O)(=O)c1c(C)[nH]c(=O)[nH]c1=O | 13.8%
CC1(C)C2CCC1(CS(=O)(=O)NCc1ccc(C(=O)O)cc1)C(=O)C2 (configuration not stated) | -3.8%
CCCn1c(SCC(=O)Nc2nnc(C(C)C)s2)nc2c1c(=O)n(C)c(=O)n2C | -0.3%
CC/C=C/C#N | 11.1%
CCN(CC)CCCN1C(=O)C(O)=C(C(=O)c2ccc(C)o2)C1c1ccco1 (configuration not stated) | 15.4%
O=C(Nc1ccc(SC(F)F)cc1)c1ccc2nccnc2c1 | -4.4%

Continuation:
compound | AmpC det inh
O=C(CCc1nc2ccccc2[nH]1)Nc1ccc2c(c1)OCCO2 | 10.6%
CCOc1ccc(CCNC(=O)CN(C)S(=O)(=O)c2cccc3nsnc23)cc1OCC | -3.8%
CCC1CCCCN1S(=O)(=O)c1ccc2c(c1)CCN2C(=O)C1CCC1 (configuration not stated) | -0.5%
CN(C)C(=O)N1CCN(C(=O)c2ccco2)CC1 | 6.8%
Cc1noc(C)c1CSCC(=O)OCC(=O)Nc1sccc1C#N | -0.8%
O=C(CS(=O)(=O)c1ccccc1)c1ccc2c(c1)OCCO2 | -5.5%
COCCOC(=O)c1c(C)oc2ccc(O)c(CN3CCC(C)CC3)c12 | -1.3%
Cc1ccccc1OCC(O)Cn1c(SC(C)C)nc2c1c(=O)[nH]c(=O)n2C (configuration not stated) | -2.8%
CCCCC1CC1C(=O)Nc1ncc2c(n1)CC(C)(C)CC2=O (configuration not stated) | -3.8%
CCn1cc(C(=O)NCC(=O)OC)c2cc(OC)c(OC)cc2c1=O | 8.0%
O=C1c2cccnc2C(=O)N1c1cccc(-c2nc3ccccc3o2)c1 | -0.8%
CC1(C)CC(=O)c2cc(C(=O)NCc3ccco3)c(=O)n(-c3ccccc3)c2C1 | -2.1%
O=C(CSc1nc2cc(Cl)ccc2o1)N1CCOCC1 | -5.4%
CCOCCOC(=O)C1=C(C)N(C)C(=O)NC1c1cc(Cl)c(O)c(OC)c1 (configuration not stated) | -2.0%
CCOC(=O)c1ccc(NC(=O)CSc2nnc(-c3cccs3)n2CC)cc1 | -6.7%
NC(=O)c1ccccc1NS(=O)(=O)Cc1ccc(Cl)cc1 | -4.0%
CCn1c(SCC(=O)NCc2ccco2)nc2c1c(=O)n(C)c(=O)n2C | -3.2%
O=C(Cn1ccc2ccccc2c1=O)NCCC(=O)N1CCN(C(=O)c2ccco2)CC1 | 1.8%
CCOc1cc(C2C(C(=O)c3ccc(C)o3)=C(O)C(=O)N2CCc2ccccc2)ccc1O (configuration not stated) | -3.2%
CCCCOC(=O)c1ccc(NS(=O)(=O)c2cc(-c3nnnn3CC)ccc2OC)cc1 | 5.1%
O=C(Nc1ccc(S(=O)(=O)N2CCCCC2)cc1)c1cnccn1 | 2.4%
O=C(CN1C(=O)CSC1=O)N1CCc2ccccc2C1 | 1.9%
COc1cc(C(=O)N2CCN(C(=O)c3ccco3)CC2)cc(OC)c1OC | 5.3%
CCNc1ncc2ncc(=O)n(Cc3cccc(OC)c3)c2n1 | 0.0%
O=S(=O)(c1cccc2cccnc12)N(CCO)CCO | 10.8%
Cc1ccc(S(=O)(=O)N2CCCC(C(=O)NC3=NCCS3)C2)cc1 (configuration not stated) | 1.2%
c1ccc(Cn2nnc3c(NCCN4CCOCC4)ncnc32)cc1 | 6.1%
CC1(C)C2CCC13CS(=O)(=O)N[C@@H]3C2 (some centres not stated) | 0.0%
CCOC(=O)C(C)Sc1nnc(-c2ccccc2O)n1Cc1ccccc1 (configuration not stated) | -1.8%
O=c1cc(CN2CCN(CCO)CC2)c2cc3c(cc2o1)CCC3 | 1.0%
Cc1cc2cc(CNC(=O)c3ccc4c(c3)OCO4)ccc2[nH]1 | 0.0%
O=C(CC1CCS(=O)(=O)C1)NC1CCCCC1 (configuration not stated) | -1.1%
Clc1ccc(OCCn2ccnc2)c(Cl)c1 | -2.6%
CCCCOc1ccccc1NC(=O)C=C(C)C | -2.9%
COc1cccc(N(CC(=O)Nc2cccc(C(C)=O)c2)S(C)(=O)=O)c1 | 14.6%
CNC(=O)c1c(N)sc2c1CCCCC2 | -2.5%
CC[C@H](CO)NCCN[C@@H](CC)CO | -1.2%[12.8 µM]
CCC(=NCc1ccc(F)cc1)c1c(O)n(C)c(=O)n(C)c1=O | -3.4%
O=C(CCC(=O)c1ccc[nH]1)c1ccc(Cl)cc1 | 9.4%
CC(C)(C)C(=O)C(CO)(Oc1ccc(Cl)cc1)n1cncn1 (configuration not stated) | -3.1%
Cc1ccc(NC(=O)Cn2cc3c(n2)CCC(C)C3)cc1 (configuration not stated) | 7.7%
CC(=O)N=c1sc(S(N)(=O)=O)nn1C | 0.9%[12.8 µM]
COc1cc(C2NC(=O)c3ccccc3O2)cc(OC)c1OC (configuration not stated) | 0.1%
CCOC(=O)N1CCC(N2Cc3cccc(C(=O)NCc4ccc5c(c4)OCO5)c3C2=O)CC1 | -3.1%
CN1CCCN(Cc2ccccc2C(F)(F)F)CC1 | -1.4%
COc1ccc2c(c1)CCc1c-2n[nH]c1C(=O)O | -2.3%
Cc1nc(-c2ccccc2)sc1C(N)=O | -3.0%
Cn1cccc1Cc1nnc(SCC(=O)N2CCOCC2)n1-c1ccc(F)cc1 | 14.4%
COc1cc2c(cc1OC)[C@@]13CCN4CC5=CCO[C@H](CC(=O)O)[C@@H]([C@H]1N2)[C@H]5C[C@H]43 | -3.3%[5.75 µM]
CCOC(=O)N1CCN(C(=O)C2CCCN(c3ncnc4c3sc3cccc(F)c34)C2)CC1 (configuration not stated) | 13.0%
O=C(NCC1COc2ccccc2O1)Nc1ccccc1F (configuration not stated) | 0.1%
CCSc1nc2c(c(=O)[nH]c(=O)n2C)n1CC(O)COc1ccccc1C (configuration not stated) | -6.3%
COC(=O)CN(c1ccc(OC)c(OC)c1)S(C)(=O)=O | -7.2%
Clc1ccc(-c2noc(CN3CCCCC3)n2)cc1 | -4.9%[5.75 µM]
COc1ccc(C(c2nnnn2Cc2ccccc2)N2CCN(c3nc4ccccc4s3)CC2)cc1 (configuration not stated) | -1.4%
O=C(Nc1ccccc1C(=O)NCc1ccco1)c1ccccc1 | -3.2%
CCOc1cccc2cc(-c3nnc(-c4ccccc4)o3)c(=O)oc12 | 9.7%
C=CCc1cccc2cc(C(=O)OCC)c(=O)oc12 | -0.4%
CC(=O)NC(Cc1ccccc1)C(=O)N1CCN(C(=O)c2cccs2)CC1 (configuration not stated) | -0.5%
CCOc1ccc2[nH]c(=O)c(CN(CC3COCCO3)C(=O)C3CC3)cc2c1 (configuration not stated) | 17.0%

Rewritten field by field: two of the compounds above
Structure: CCOC(=O)N1CCN(C(=O)C2CCCN(c3ncnc4c3sc3cccc(F)c34)C2)CC1 (configuration not stated)
  AmpC det inh: 13.0%

Structure: O=C(NCC1COc2ccccc2O1)Nc1ccccc1F (configuration not stated)
  AmpC det inh: 0.1%

New compounds follow
compound | AmpC det inh
c1ccc(CCN2CN(CCCN3CCOCC3)c3nc4ccccc4n3C2)cc1 | 15.7%
Cc1n[nH]c(=O)[nH]c1=O | 1.2%[12.8 µM]
Cc1ccc(-c2nn3c(C)nnc3s2)cc1NC(=O)COc1ccc(Cl)cc1 | 13.1%
CCOC(=O)C1CCN(C(=O)Cc2c(F)cccc2Cl)CC1 | -3.2%

A second format for 3 compounds above.
> c1ccc(CCN2CN(CCCN3CCOCC3)c3nc4ccccc4n3C2)cc1
  AmpC det inh = 15.7%

> Cc1ccc(-c2nn3c(C)nnc3s2)cc1NC(=O)COc1ccc(Cl)cc1
  AmpC det inh = 13.1%

> CCOC(=O)C1CCN(C(=O)Cc2c(F)cccc2Cl)CC1
  AmpC det inh = -3.2%

Screening data from PubChem.
